Screens deposited in PubChem by National Center for Advancing Translational Sciences (NCATS).
p53ts 39C tox: cytotoxicity in p53ts cells at nonpermissive temperature; 130,000 compounds, 1.5% hits; Potency, µM (titrated, usually from 46.1 µM), for inactives: top-dose activity change, negative = cell killing, hits mostly cytotoxic; H1299-p53A138V viability at 39C, ATP luminescence, 24 h; further: nearly all actives have a fitted effect of over 55% in size
IkB sig inh: IkB pathway inhibition in ABC-DLBCL cells; Potency, µM (top dose mostly 57.1 µM), for the others: at the highest dose IkBa stabilization activation; 110,000 compounds, 0.04% hits; ABC-DLBCL IkBa-CBG/CBR dual luciferase ratio, 4 h; response scale: scaled: untreated 0%, proteasome inhibitor 100%; AID 445; active means well fitted curve in the direction sought with a large enough effect in the signal ratio, not every such curve was filed as active; inconclusive means small, poorly fitted or top-dose-only effect, or a change in a side signal; the % refers to the signal ratio;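 further: the direction sought is a rising ratio; 0% = basal untreated cells and 100% = reference inhibitor full response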
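In this assay, an IκBα–CBG68 fusion accumulates when IKK-driven degradation is blocked; native CBR normalizes for cell number. OCI-Ly3 cells were treated 4 h with compound and doxycycline, then green and red light read after Chroma-Glo addition.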
Imprint erasure: genomic imprint erasure induction; mouse ES Peg3-LacZ reporter, beta-gal luminescence, 40 h; Potency, µM (highest dose often 60.7 µM), without a hit: at the highest dose activity change, positive = activation, usual class: activators; 110,000 compounds, 0.02% hits; AID 1948;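 further: 0% = negative control wells on the plate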
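Imprint erasure is scored as LacZ activity from the silenced maternal Peg3 allele in feeder-free female ES cells cultured 40 h with LIF. Luminescence is normalized to in-plate negative controls and fitted to the Hill equation.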
p53ts 32C kill: cytotoxicity in p53ts cells at permissive temperature | 130,000 compounds, 0.93% hits | Potency, µM (highest dose often 46.1 µM), for the others: at the highest dose activity change, negative = cytotoxicity, most hits filed as cytotoxic | H1299-p53A138V at 32C, ATP luminescence viability, 24 h | AID 924;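 further: 0% = DMSO and -100% = full killing by reference compound; nearly all actives have a fitted effect of over 55% in size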
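H1299-p53 A138V cells (temperature-sensitive p53) exposed 24 h to up to 46 uM compound at 32C, where p53 is wild-type in conformation. Viability read as ATP luminescence and normalised to DMSO and 100 uM tamoxifen. AC50 fitted with the Hill equation.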
The depositor's hits bear a star; u = inconclusive; x = not tested or not shown; [ ] = remark or other dose. Unless noted, the call rests on the fitted dose curve; in most records, active means well fitted curve in the direction sought with a large enough effect; inconclusive means small, poorly fitted or top-dose-only effect, or another doubt; inactive means no such curve, though single readings can be large; an effect the other way counts as inactive or inconclusive. Unless noted, on the % scale 0 is the no-effect control and ±100 the full control effect; potency means the concentration at half of the fitted maximal effect.

SMILES	p53ts 39C tox	IkB sig inh	Imprint erasure	p53ts 32C kill
COc1ccccc1C(=O)Nc1ccc(OCc2cc(=O)n3ccsc3n2)cc1	15%	0.1%	-12%[10.9 µM]	-1%
COc1ccccc1N1C(=O)CC(Sc2nc(C)cc(C)n2)C1=O (configuration not stated)	3%	x	x	8%
COc1cc(NC(=O)C(C)C)ccc1NC(=O)c1ccco1	u	-2.7%	-6%	u
CCOC(=O)c1[nH]c(C)c(CCC(=O)N2CCN(c3cc(Cl)ccc3C)CC2)c1C	5%	u	2%[10.9 µM]	37%[activator]
CCN1CCN(Cc2ccc(NC(=O)Nc3ccccc3Cl)cc2)CC1	7.9µM*	1.0%	-16%	10µM*
O=S(=O)(NCC1OCCc2ccccc21)c1ccc(S(=O)(=O)N2CCOCC2)cc1 (configuration not stated)	3%	-0.4%	-3%	5%
COc1ccc(NS(=O)(=O)c2ccc3c(c2)CC(C)N3C(=O)C2CCC2)cc1OC (configuration not stated)	0%	u	-24%[10.9 µM]	6%
O=C(O)C1CCCCC1C(=O)Nc1ccc(Cl)cc1 (configuration not stated)	4%	3.3%	2%	2%
CCn1c(C(=O)Nc2ccsc2C(=O)OC)cc2sc(Cl)cc21	1%	u	-6%	-8%
CC1=C(C(=O)OCc2ccc(C)cc2)C(c2c(Cl)cccc2Cl)CC(=O)N1 (configuration not stated)	-14%	2.0%	-1%[10.9 µM]	1%
Cc1oc2ncn(C)c(=O)c2c1C(=O)NCc1ccccc1	14%	1.5%	-1%[10.9 µM]	0%
Cc1ccc2c(c1)cc(CN(Cc1ccco1)S(=O)(=O)c1ccccc1)c1nnnn12	-12%	1.2%	-7%	4%
Cc1ccc(NC(=O)CCC(=O)N2CCOc3ccccc32)c(Cl)c1	u	4.3%	-8%[10.9 µM]	-6%
O=C(NCc1ccccc1)C(c1cccs1)N(C(=O)c1csnn1)C1CC1 (configuration not stated)	-7%	0.5%	9%	4%
Cc1nc(C)c(-c2csc(NCc3ccco3)n2)s1	-9%	0.9%	-8%	-11%
COc1ccc(-c2nn(-c3ccccc3)cc2C(=O)NCCCn2ccnc2)cc1	-10%	-1.1%	-12%	3%
COc1ccc(-n2ccn(CC(=O)NCc3ccc(C)cc3)c(=O)c2=O)cc1OC	-19%	0.9%	-11%[10.9 µM]	9%
COc1cccc(NC(=O)CSC2=Nc3ccccc3C3=NC(CCC(=O)NCc4ccco4)C(=O)N23)c1 (configuration not stated)	-15%	-1.0%	-14%[10.9 µM]	15%
CC(C)(NO)/C(=N/O)c1cccs1	7%	4.0%	-2%	4%
CCOC(=O)c1c(C)c(C(=O)NC2CCCCCC2)c(C)n1C	16%	0.0%	-15%	20%

Reformatted: results already given.
molecule | p53ts 39C tox | IkB sig inh | Imprint erasure | p53ts 32C kill
O=S(=O)(NCC1OCCc2ccccc21)c1ccc(S(=O)(=O)N2CCOCC2)cc1 (configuration not stated) | 3% | -0.4% | -3% | 5%
Cc1ccc2c(c1)cc(CN(Cc1ccco1)S(=O)(=O)c1ccccc1)c1nnnn12 | -12% | 1.2% | -7% | 4%
COc1ccccc1N1C(=O)CC(Sc2nc(C)cc(C)n2)C1=O (configuration not stated) | 3% | x | x | 8%
COc1ccc(-c2nn(-c3ccccc3)cc2C(=O)NCCCn2ccnc2)cc1 | -10% | -1.1% | -12% | 3%

Further records.
SMILES	p53ts 39C tox	IkB sig inh	Imprint erasure	p53ts 32C kill
Cc1c(NC(=O)CC(C)C)cccc1-c1nc2cccnc2s1	12%	4.6%	4%[10.9 µM]	-3%
Cc1ccccc1Nc1c(-c2c[nH]c3ccccc23)nc2ccc(Cl)cn12	u	u	5%[10.9 µM]	u
CCOC(=O)Cc1ccc(NC(=O)n2ncc3cc(Cl)ccc32)cc1	-8%	0.9%	-13%[10.9 µM]	-3%
N#Cc1nc(COc2ccccc2Cl)oc1N1CCCCCC1	-13%	0.4%	-9%	-4%
CC1NC(=O)NC1CCCCCC(=O)NCCc1ccccc1 (configuration not stated)	11%	-1.6%	-15%	9%
CC(=O)N(CN1C(=O)C2CC=CCC2C1=O)c1cccc(Cl)c1 (configuration not stated)	-2%	-0.4%	-5%	1%
O=C(Nc1ccccc1N1CCN(c2ccc(F)cc2)CC1)C1CCCCC1	11%	u	-4%	-2%
c1ccc(CSc2nnc(-c3cccs3)o2)cc1	-4%	4.2%	-12%	-8%
COC(=O)c1cn(NC(=O)C2CCCCC2)c(=O)c2ccccc12	-4%	0.3%	-4%	2%
COc1ccc(CC(=O)Nc2ccc(OC)c(NC(=O)c3ccco3)c2)cc1	-3%	1.1%	-1%	-4%
O=C1C(Cl)=C(Sc2nnc3c4ccccc4c4ccccc4c3n2)C(=O)c2ccccc21	0%[9.22 µM]	u	10%[10.9 µM]	1%[9.22 µM]
COCCCNC(=O)c1c(F)c(F)c(F)c(F)c1F	9%	0.1%	-5%	-1%
CN1C(c2ccc(F)cc2)=CS/C1=C(\C#N)c1nnc2n1-c1ccccc1SC2	6%	1.9%	-19%	17%
O=C(O)C1CCN(c2ncnc3ccc(-c4ccccc4C(F)(F)F)cc23)CC1	13%	-0.2%[11.4 µM]	-2%	5%
CSc1cccc(NC(=O)CC(c2ccc(F)cc2)N2Cc3ccccc3C2=O)c1 (configuration not stated)	-23%	0.7%	13%[10.9 µM]	-18%
CCOc1ccc(N2C(=O)CC(N3CCN(C(=O)CN4CCCC4)CC3)C2=O)cc1 (configuration not stated)	-18%	-0.4%	-5%	2%
O=C(COC(=O)c1cc[n+]([O-])cc1)Nc1ccc2c(c1)OCCO2	-20%	0.3%	1%	0%
O=C(Nc1nc(-c2ccncc2)cs1)C1COc2ccccc2O1 (configuration not stated)	15%	u	-15%	8%
CC1CCN(CCCNC(=O)c2coc3nc4ccccc4nc23)CC1	4%	u	-91%[inhibitor]	-1%
COc1ccc(NC(=O)c2c(C(=O)Nc3ccccc3)sc3nc(C)cc(=O)n23)cc1	-6%	u	-7%[10.9 µM]	-21%

Some of the entries above, reformatted:
N#Cc1nc(COc2ccccc2Cl)oc1N1CCCCCC1
  p53ts 39C tox: -13%; IkB sig inh: 0.4%; Imprint erasure: -9%; p53ts 32C kill: -4%
CC1NC(=O)NC1CCCCCC(=O)NCCc1ccccc1 (configuration not stated)
  p53ts 39C tox: 11%; IkB sig inh: -1.6%; Imprint erasure: -15%; p53ts 32C kill: 9%
CC(=O)N(CN1C(=O)C2CC=CCC2C1=O)c1cccc(Cl)c1 (configuration not stated)
  p53ts 39C tox: -2%; IkB sig inh: -0.4%; Imprint erasure: -5%; p53ts 32C kill: 1%
O=C(Nc1ccccc1N1CCN(c2ccc(F)cc2)CC1)C1CCCCC1
  p53ts 39C tox: 11%; IkB sig inh: u; Imprint erasure: -4%; p53ts 32C kill: -2%

Remaining list, next part.
SMILES	p53ts 39C tox	IkB sig inh	Imprint erasure	p53ts 32C kill
Cc1c(Nc2cc(=O)oc3ccccc23)c(=O)n(-c2ccccc2)n1C	5%	-3.2%	-12%	4%
COc1ccccc1CNC(=O)CN1C(=O)COc2ccc(S(=O)(=O)Nc3ccccc3)cc21	-8%	2.6%	17%[10.9 µM]	9%
CCOc1ccc(-c2cccc(NS(=O)(=O)c3ccc(F)cc3F)c2)nn1	-5%	-0.2%	-14%[10.9 µM]	-5%
Cc1ccc(CN2COc3c(Cl)cc4c(-c5ccccc5)cc(=O)oc4c3C2)cc1	-8%	-1.3%	-6%[10.9 µM]	6%
COCCn1c(Cc2ccccc2)nnc1SCC(=O)N(C)C	-9%	0.2%	5%	0%
CC1CCC(C(C)C)C(OC(=O)C2=C3c4ccccc4S(=O)(=O)N3CC2)C1 (configuration not stated)	20%	x	x	2%
Cc1cc2ncc(C(=O)Nc3ccccc3)c(C)n2n1	7%	1.0%	-14%	-5%
COc1cc2nc(SCC(=O)Nc3ccccc3C)n3nc(CCn4c(C)nc5ccccc54)nc3c2cc1OC	8%	-2.6%	5%[10.9 µM]	-1%
O=C(CCn1cnc2ccccc2c1=O)Nc1ccc(S(=O)(=O)N2CCCCC2)cc1	7%	-0.6%	-7%	-3%
COc1ccc(OC)c(C2=Nn3c(nnc3-c3ccncc3)SC2)c1	12%	x	x	13%
O=C(Nc1cccc(Cl)c1)C1CCCN1S(=O)(=O)c1cccc2cccnc12 (configuration not stated)	-13%	u	16%[10.9 µM]	0%
COc1ccccc1N1CCN(c2cc(C)nc3nc(C)nn23)CC1	5%	-2.5%	-11%	3%
O=C1[C@@H]2[C@H]3[C@H](O)[C@H](O)C/C(=N/OCc4ccccc4)[C@H]3CC[C@H]2C(=O)N1c1ccc(F)cc1F	3%[9.22 µM]	x	x	0%[9.22 µM]
COc1cccc(NC(=O)C2CCCN2C(=O)Nc2cccc(F)c2)c1 (configuration not stated)	-2%	0.3%	4%	-6%
COc1ccc(OCc2nnc(-c3ccccc3)o2)cc1	-2%	0.2%	-7%[10.9 µM]	-6%
CCCCCCn1c(SCC(=O)c2ccccc2)nc2c1c(=O)[nH]c(=O)n2C	12%	5.0%	-8%	-1%
O=C(Cc1cccs1)Nc1nnc(SCC(=O)NC2CCCCC2)s1	-2%	0.6%	-11%	4%
Cc1ccc2c(=O)cc(CSCC(=O)Nc3nnc(C)s3)[nH]c2c1	-5%	u	-11%[10.9 µM]	8%
CCCC(=O)c1ccc(N2CCN(C(=O)c3ccccc3Br)CC2)c(F)c1	1%	u	-17%	-6%
c1ccc(-n2ncc3c2ncn2nnnc32)cc1	-6%	-0.8%	-15%	-9%
CCN(CC)CCCNC(=O)CSc1nc2nc(C)c(Cc3ccccc3C)c(C)n2n1	11%	-0.4%	-12%[10.9 µM]	1%
CC(C)NC(=O)N1CCC2(CC1)CCN(C(=O)c1csnn1)CC2	7%	0.4%[11.4 µM]	x	-13%
Cc1nnc(SCSc2nnc(C)s2)s1	-2%	2.4%	-20%	-1%
CCN1C(=O)C(O)(CC(=O)c2ccc3c(c2)OCCO3)c2ccccc21 (configuration not stated)	-4%	-0.4%	-19%	-6%
CC(C)c1ccc(C2N3CC4(C)CN2CC(c2ccccc2)(C3)C4=O)cc1 (configuration not stated)	-2%	u	18%[10.9 µM]	5%
CCOC(=O)c1oc2ccc3c(c2c1C)C(=O)CC1(CCN(C(=O)OCC)CC1)O3	-8%	x	x	2%
CCn1cc2nc(SCc3cccc(Cl)c3)n(Cc3ccc(C)cc3)c(=O)c2n1	-9%	u	-13%[10.9 µM]	7%
COCCn1nnnc1C(c1ccccc1OC)N1CCc2ccccc2C1 (configuration not stated)	7%	-1.9%	5%	19%
COc1cc2c(cc1NC(=O)C(C)Oc1ccc(Cl)cc1Cl)oc1ccccc12 (configuration not stated)	16%	u	-10%[10.9 µM]	-6%
Cc1ccc(N2C(=O)SC(N(CC(=O)O)c3cccc(C)c3)C2=O)cc1 (configuration not stated)	-8%	u	-7%	-4%
Cn1c(/C(C#N)=C/c2ccc(C(F)(F)F)cc2)nc2ccccc21	-12%	u	-3%[10.9 µM]	u
CCCC(=O)Nc1cnc(NC(=O)c2cccc(F)c2)cc1C	u	8.5%	-95%[inhibitor]	u
CCOC(=O)C1=C(CN2CCN(c3cc(C)ccc3C)CC2)NC(=O)NC1c1ccccc1 (configuration not stated)	u	u	-14%[10.9 µM]	1%
CC1(C)CC(=O)c2sc(NC(=O)c3cccs3)nc2C1	1.6µM*	x	x	1.6µM*
Cc1ccc(C)c(Cn2cnc3c(nnn3-c3ccc(F)cc3)c2=O)c1	-17%	1.6%	-16%	2%
COC(=O)C1=C(C)NC(C)=C(C(=O)OC)C1c1ccc(NC(C)=O)cc1	11%	6.8%	3%	14%
COC(=O)CC1C(C)(C)C(OC(C)=O)C2CC3C4CC(=O)OC(c5ccoc5)[C@]4(C)CCC3[C@@]1(C)C2=O (some centres not stated)	-2%	x	29%	8%
Cc1ccccc1-n1nc2c(c1NC(=O)c1ccc(Br)o1)CSC2	2%	9.8%	0%	18%
O=C(CCC(=O)N(CC(=O)NC1CCCC1)C1CCCC1)Nc1ccccn1	6%	-3.3%	x	-9%
CC1CN(S(=O)(=O)Cc2ccccc2)CC(C)O1 (configuration not stated)	-2%	6.0%	-11%	7%
CCc1c(CN2CCN(c3ccc(F)cc3)CC2)csc1C	-5%	u	4%[10.9 µM]	-9%
C(=N\n1cnnc1)/c1cn(Cc2ccccc2)c2ccccc12	-2%	1.0%	-10%	4%

No enrichment for hits; any-hit rate near 1.7%.
